Screens: PubChem, several laboratories
TLR9-MyD88 block = TLR9-MyD88 interaction inhibition | CHO BLA complementation TLR9-MyD88, CCF4 FRET ratio | Q9NR96+Q99836 | actives 0.21% (n = 340,000) | inhibition, % at 4.98 µM;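 active means inhibition above the mean over all tested compounds plus 3 SD, cut at about 21% in these data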;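 further: 0% = DMSO only wells and 100% = clavulanate BLA inhibitor control wells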
NCOA3 inh = inhibits human SRC3 coactivator; Q9Y6Q9; HEK293 GAL4-SRC3 luciferase reporter, luminescence; inhibition, % at 3.6 µM; actives 0.17% (n = 360,000);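 active means inhibition above a per-campaign cutoff, the mean of all compounds plus 3 SD, cut at about 60% in these data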;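 further: 0% = DMSO-treated cells and 100% = gossypol-treated cells at 36 µM; higher means less SRC3-driven luciferase light from the GAL4 reporter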
TROY signal inh = TROY signaling inhibition. Q293 LMP1-TROYcd NF-kB luciferase reporter, 4 h. inhibition, % at 10 µM. actives 0.98% (n = 360,000). AID 1347056;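 active means compounds whose plate-normalised and pattern-corrected inhibition of the luciferase reporter signal at the single screening dose is 50% or more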
Vif inh = inhibitors of HIV Vif | HEK293T cells, Vif self-association by quenched fluorescence, imaging, 24 h | inhibition, % at 7.49 µM | actives 0.35% (n = 340,000) | AID 602346; in the data active means inhibition above about 50%, passing the limit was not always enough; further: some results filed as inactive read as strong as hits
LMP1 NFkB inh = Epstein-Barr LMP1 NF-kappaB reporter inhibition; LMP1-induced NF-kappaB luciferase reporter cells, luminescence; inhibition, % at 12.5 µM; actives 0.69% (n = 350,000); AID 504558; in the data active means inhibition above about 41%;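 further: 0% = neutral control wells and 100% = reference inhibitor control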
NCOA1 inh = human NCOA1 inhibition; inhibition, % at 3.6 µM; AID 588354; actives 0.12% (n = 360,000); HEK293 GAL4-SRC1 luciferase reporter, luminescence; Q15788;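 active means inhibition above the campaign mean plus 3 SD, with each screening campaign given its own cutoff, cut at about 60% in these data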;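 further: 0% = DMSO treated cells and 100% = gossypol at 36 µM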
LRH-1 inv ag = suppresses constitutive activity of human LRH-1. HEK293T StAR-luciferase reporter, LRH-1 transfected, 24 h. inhibition, % at 3.6 µM. actives 0.13% (n = 360,000). AID 602396;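 active means inhibition above the mean inhibition of all tested compounds plus 3 SD, cut at about 73% in these data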;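 further: 0% = DMSO wells and 100% = reporter-only cells lacking LRH-1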
NCOA2 inhibitor = human SRC2 (NCOA2) inhibition | actives 0.17% (n = 370,000) | HEK293 GAL4-SRC2 luciferase reporter, luminescence | Q15596 | AID 651957 | inhibition, % at 9 µM;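 active means inhibition above the mean inhibition of all tested compounds plus 3 SD, set per campaign, cut at about 52% in these data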;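 further: 0% = DMSO treated cells and 100% = cells given Gossypol at 36 µM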
Target sequence (Q15596 whole entry, looked up, the tested form may be a part): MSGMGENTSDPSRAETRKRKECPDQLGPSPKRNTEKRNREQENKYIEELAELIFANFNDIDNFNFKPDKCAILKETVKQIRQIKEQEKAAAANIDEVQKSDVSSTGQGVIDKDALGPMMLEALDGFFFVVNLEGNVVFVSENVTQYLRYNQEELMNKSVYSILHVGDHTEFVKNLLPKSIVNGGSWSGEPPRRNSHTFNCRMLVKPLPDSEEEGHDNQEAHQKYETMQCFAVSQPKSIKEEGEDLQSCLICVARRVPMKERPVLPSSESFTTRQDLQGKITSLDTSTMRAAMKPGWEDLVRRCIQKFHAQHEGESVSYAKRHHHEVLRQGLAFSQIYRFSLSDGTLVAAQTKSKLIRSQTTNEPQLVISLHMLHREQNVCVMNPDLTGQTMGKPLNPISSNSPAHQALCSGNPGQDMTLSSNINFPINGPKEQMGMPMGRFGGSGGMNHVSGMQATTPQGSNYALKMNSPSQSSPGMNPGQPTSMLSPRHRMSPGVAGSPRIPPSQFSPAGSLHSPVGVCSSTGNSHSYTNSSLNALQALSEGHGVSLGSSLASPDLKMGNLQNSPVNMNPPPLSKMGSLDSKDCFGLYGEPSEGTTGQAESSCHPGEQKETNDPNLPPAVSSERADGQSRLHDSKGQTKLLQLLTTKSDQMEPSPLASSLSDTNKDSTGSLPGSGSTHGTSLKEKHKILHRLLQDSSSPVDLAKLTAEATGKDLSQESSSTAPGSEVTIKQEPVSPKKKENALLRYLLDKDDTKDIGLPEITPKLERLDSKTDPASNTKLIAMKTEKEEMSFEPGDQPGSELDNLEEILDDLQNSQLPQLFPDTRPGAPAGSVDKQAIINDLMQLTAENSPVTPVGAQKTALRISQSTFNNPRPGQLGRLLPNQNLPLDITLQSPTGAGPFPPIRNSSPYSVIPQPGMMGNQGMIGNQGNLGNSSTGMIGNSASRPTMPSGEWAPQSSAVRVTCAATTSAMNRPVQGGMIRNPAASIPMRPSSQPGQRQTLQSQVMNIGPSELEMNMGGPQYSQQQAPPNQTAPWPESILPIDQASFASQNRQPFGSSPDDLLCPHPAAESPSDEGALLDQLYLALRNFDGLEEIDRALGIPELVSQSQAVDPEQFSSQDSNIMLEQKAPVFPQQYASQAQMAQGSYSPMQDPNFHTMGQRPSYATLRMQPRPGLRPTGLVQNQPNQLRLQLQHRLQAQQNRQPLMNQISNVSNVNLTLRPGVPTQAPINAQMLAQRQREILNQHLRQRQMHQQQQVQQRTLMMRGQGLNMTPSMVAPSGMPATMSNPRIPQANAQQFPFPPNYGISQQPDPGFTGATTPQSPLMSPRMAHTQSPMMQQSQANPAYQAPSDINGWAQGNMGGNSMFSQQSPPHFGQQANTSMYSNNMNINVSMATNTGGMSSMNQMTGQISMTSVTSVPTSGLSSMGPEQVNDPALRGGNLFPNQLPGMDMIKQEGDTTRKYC
COUP-TFII inh = blocks human COUP-TFII nuclear receptor; P24468; HEK293T NGFI-A luciferase reporter, luminescence; inhibition, % at 8.6 µM; actives 0.7% (n = 370,000);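 active means inhibition above a per-plate cutoff, mean inhibition of test wells between control levels plus 3 SD, cut at about 38% in these data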;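 further: cells cotransfected with COUP-TFII expression vector driving the NGFI-A reporter; 0% = median of COUP-TF2 test wells and 100% = reporter-only cells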
NOD2 RIPK2 PPI = blocks binding of human NOD2 to RIPK2; O43353; CHO BLA complementation NOD2-RIPK2, CCF4 ratio; inhibition, % at 4.98 µM; actives 0.38% (n = 360,000); in the data active means inhibition above about 21%;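 further: 0% = vehicle only and 100% = reference blocker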
C8 TRAIL sens = sensitizes caspase-8 expressing cells to TRAIL | actives 1% (n = 360,000) | inhibition (viability loss, TRAIL sensitization), % at 10 µM | NB7+C8 cells + TRAIL, ATPlite viability luminescence | AID 624354;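 active means compounds causing at least 50% loss of cell viability in the single-dose screen, relative to plate controls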
Starred values were filed as active, the others as inactive; i = inactive; nt = no result given. The list is partial (hit frequency here may not be typical).

The line under a structure holds: TLR9-MyD88 block	NCOA3 inh	TROY signal inh	Vif inh	LMP1 NFkB inh	NCOA1 inh	LRH-1 inv ag	NCOA2 inhibitor	COUP-TFII inh	NOD2 RIPK2 PPI	C8 TRAIL sens
- CCn1nnc(NC(=O)c2cc3ccccc3o2)n1
  -2.2	-79.5	-15.5	5.8	-1.8	-78.2	-57.0	-24.7	-51.6	-1.6	-10.1
- O=C(CN1CCN(S(=O)(=O)N2CCOCC2)CC1)Nc1cc(Cl)ccc1Cl
  11.6	-12.5	1.2	7.0	-4.5	2.6	12.3	-8.1	13.5	2.4	-8.5
- COc1ccc(S(=O)(=O)NNC(=O)c2csc(-n3nc(C)cc3C(F)(F)F)n2)cc1OC
  10.1	-17.7	2.2	-6.5	3.2	-6.0	3.7	5.5	-8.9	0.6	0.3
- Cc1cc(O)c(C(=O)/C=C/c2cccc([N+](=O)[O-])c2)c(=O)o1
  -5.7	5.1	-1.9	-1.6	-6.0	-6.1	18.6	-36.6	-4.9	1.9	33.0
- CCOc1cc(/C=N/NC(=O)c2cc3c(ccc4ccccc43)o2)ccc1O
  -8.1	-12.2	9.0	-0.8	3.2	-12.4	-21.1	-6.2	-14.8	-3.1	-1.4
- Clc1ccccc1-c1nc2ccccc2[nH]1
  1.4	-78.5	-53.6	-0.2	-1.0	-88.4	-85.2	-41.5	-35.5	5.8	15.2
- Cc1ccc(-n2ncc(C#N)c2/N=C/N2CCCCCC2)cc1
  3.3	8.0	-30.5	14.7	-3.0	11.9	5.5	21.2	12.2	-5.7	-2.2
- CN1CCN(C(=O)c2sc(=S)n(-c3ccccc3)c2N)CC1
  -8.8	-2.2	-8.7	3.8	-5.3	7.0	5.2	-4.8	-3.9	-4.2	2.0
- C=CCOc1ccc(NC(=O)C(=O)NCCCn2ccnc2)cc1
  1.3	15.6	4.6	-0.8	-11.1	14.5	10.0	-1.2	-2.8	-0.5	0.4
- CC(Sc1nnc2ccccn12)C(=O)Nc1ccc(Cl)cn1 (centres undefined)
  1.2	2.7	15.7	nt	-0.3	2.9	4.8	-0.2	-14.5	-4.3	11.2
- CCOC(=O)[C@@H]1[C@H]2COc3ccccc3[C@H]2N2C(=O)N(c3cccc(C)c3)C(=O)[C@]12C
  6.3	-2.6	-2.9	-1.5	2.8	-29.0	5.6	-1.3	14.6	-2.6	2.4
- CN1CCc2c(sc3c2C(=O)NC(c2cccc(OC(=O)c4cccs4)c2)N3)C1 (centres undefined)
  -1.2	-72.0	-69.8	i	-14.4	-57.6	-95.0	-49.3	-43.2	-0.7	-1.5
- COc1ccc(C(=O)NC2CCSC2=O)cc1 (centres undefined)
  -8.4	-14.5	-9.7	0.6	-0.3	-6.8	10.9	-12.0	-8.0	-16.0	2.1
- CN1OC[C@@H]2CN(C(=O)C(C)(C)C)[C@H](c3ccc(-c4cc5ccccc5o4)cc3)C[C@@H]21
  -3.6	3.5	11.4	-1.3	5.5	0.8	-17.8	-19.3	0.8	10.3	12.8
- O=C(COc1ccccc1[N+](=O)[O-])N/N=C/c1ccc(O)cc1
  -7.2	-19.4	-36.7	6.2	-0.8	-19.0	-37.5	-59.2	-5.8	-13.7	7.3
- CCOC(=O)c1sc2c(c1C)C(c1cccs1)C1=C(CCCC1=O)N2 (centres undefined)
  -17.3	15.7	14.2	1.7	14.0	6.9	11.8	-1.5	-4.4	-6.8	1.7
- CC(=O)c1ccc(NC(=S)NC2CCCC(C)C2C)cc1 (centres undefined)
  7.6	2.0	-37.4	-2.5	-1.5	-22.3	-12.4	-14.9	-15.0	-3.0	0.1
- C#Cc1ccc([C@@H]2C=C(C(=O)N3CCOCC3)O[C@H](OCCCCO)C2)cc1
  6.2	2.9	-2.5	0.5	-2.5	-2.8	-5.3	-11.2	-3.4	5.5	-14.6
- CCOC(=O)N1CCC2(CC1)NCCc1c2[nH]c2ccccc12
  -7.5	0.9	9.4	13.9	-2.8	13.6	-9.6	3.8	22.4	-3.5	-5.4
- CCN(CC(=O)NCc1ccc(F)cc1)CC(=O)Nc1cc(S(=O)(=O)N(C)C)ccc1C
  -3.3	11.5	-7.7	0.8	43.6*	-2.0	4.0	11.0	7.3	-3.2	-13.1
- O=C(CNc1ccc(Br)cc1)c1ccc(O)cc1
  -6.0	9.1	-17.4	-5.4	-10.2	-17.8	2.3	-29.2	-6.6	5.8	-7.2
- CCOC(=O)c1cnn(Cc2ccc(C)cc2)c1N
  4.3	10.4	-7.5	-2.7	7.0	6.0	0.9	-12.0	-13.0	6.8	-20.5
- N/C(=N\OC(=O)N1CCOCC1)c1ccccc1
  -3.6	-31.0	-0.5	-3.3	-23.1	-25.1	-1.6	-28.1	-19.1	-7.9	25.2
- COc1ccc(S(=O)(=O)N(C)CC(=O)NCCN2CCOCC2)cc1
  -7.5	9.1	-4.2	-46.0	-0.4	-20.8	1.9	8.4	-1.0	1.7	9.9
- CCOC(=O)[C@@H]1[C@H]2COc3ccc(Br)cc3[C@H]2N2C(=O)N(c3ccc(C(F)(F)F)cc3)C(=O)[C@]12C
  -5.5	6.5	-6.9	-15.4	-2.1	-11.3	-18.2	11.4	-1.8	0.6	8.1
- CC(C)c1cc(NCCCN2CCOCC2)n2c(nc3ccccc32)c1C#N
  1.4	-2.8	-13.0	-2.9	-0.9	-30.9	23.0	0.9	9.3	5.1	2.7
- O=C(Cc1ccc(Cl)cc1)OCC(=O)c1ccc[nH]1
  1.1	-12.9	-41.0	nt	5.8	-0.1	-21.6	-16.0	-1.9	2.5	2.7
- NNc1nc(-c2ccccc2Cl)c2cc(Br)ccc2n1
  2.2	-16.5	86.5*	-15.1	28.7	-1.5	-8.7	-0.1	14.5	2.7	-5.6
- CN(C)CCN1C(=O)c2cccc3cc([N+](=O)[O-])cc(c23)C1=O
  -11.3	-30.5	-89.1	-9.7	58.1*	30.7	81.6*	i	-92.0	9.6	38.5
- Cc1ccc(Nc2nc(N)nc(CN3CCN(c4ccccc4F)CC3)n2)cc1
  -24.2	-26.0	1.8	8.6	-8.5	5.5	-9.4	-14.1	-1.6	7.3	7.0
- N#Cc1c(C(F)(F)F)cc(-c2ccccc2)nc1SCC(=O)Nc1sc2c(c1C#N)CCC2
  4.9	0.7	6.2	-7.8	-3.4	4.5	2.0	-8.6	10.3	-3.6	23.5
- CCCCc1c(C)c(C#N)c2[nH]c3ccccc3n2c1=O
  0.8	12.6	52.5*	-13.0	5.8	7.8	7.7	-1.8	-1.9	0.8	4.1
- NC(=O)c1cccnc1Nc1ccccc1Cl
  -0.6	0.2	-36.9	-3.1	8.8	-5.6	-22.5	-16.2	-1.7	2.0	0.2
- COc1cc(-c2nc(-c3cccnc3)no2)cc(OC)c1OC
  -27.1	-3.2	-10.3	2.0	8.3	21.7	4.3	5.1	-14.9	-7.8	-2.1
- CCCCn1cnc2c(cnn2-c2ccc(F)cc2)c1=O
  0.6	-37.6	-36.9	10.3	-18.5	-77.8	-74.6	-45.9	-13.5	3.8	11.7
- CCCCCCCCN=C1NC(=O)CS1
  -8.6	4.2	10.8	19.4	0.7	-116.0	18.3	nt	nt	-4.7	-12.0
- Cc1cc(C(=O)N/N=C/c2cc([N+](=O)[O-])ccc2O)c2ccccc2n1
  3.3	29.5	21.2	10.6	9.1	17.2	10.2	16.2	12.0	-1.4	49.0
- CN(C)S(=O)(=O)c1ccc(NC(=O)COC(=O)Cn2[nH]c(=O)c3ccccc3c2=O)cc1
  1.4	10.3	10.8	6.8	-5.6	-4.1	3.5	10.7	10.2	-3.5	6.5
- Cc1c(C#N)c2ccccc2n1CC(=O)NCc1cccnc1
  2.7	9.1	3.2	4.7	-9.8	0.2	0.5	17.8	1.1	-12.3	-0.8
- CCOC(=O)CC(=O)CSc1ncnc2c1nnn2-c1ccc(F)cc1
  -3.1	0.4	-28.2	14.2	-2.6	-9.4	-15.5	0.9	4.2	-11.5	-4.5
- O=C(c1ccco1)N(Cc1ccc(Cl)cc1)Cc1ccco1
  -1.8	6.3	12.0	-3.2	-5.1	-0.3	9.3	13.3	6.8	6.6	-16.6
- CC1=CC(=C(C#N)C#N)C=C(C)N1CCN1CCNCC1
  0.4	15.5	-0.6	6.2	-0.7	4.3	-10.2	12.6	19.0	-9.5	-3.6
- CCOC(=O)c1ccc(N2CCOCC2)c(NC(=O)c2nccnc2C(=O)O)c1
  -0.8	-2.7	-12.4	nt	-2.7	2.3	-3.5	-0.6	9.4	1.9	9.2
- CCN(CC)CCNC(=O)c1ccc(NC(=O)c2cccc(S(=O)(=O)N3c4ccccc4CC3C)c2)cc1 (centres undefined)
  -8.7	1.1	12.1	-1.9	-5.2	0.7	-12.3	6.8	-6.0	1.6	13.5
- O=C(COC(=O)CN1C(=O)c2ccccc2C1=O)Nc1ccccc1
  -0.2	-6.5	-4.1	22.4	-2.2	0.6	-13.7	-27.4	-8.4	-15.9	-2.9
- COc1ccc(OCC(=O)NNC(=O)CCc2ccccc2)cc1
  8.5	-9.9	0.6	nt	9.9	4.5	7.1	-1.1	1.2	-11.0	1.4
- Fc1ccc(-c2nc3ccccc3c3nc4ccccc4n23)cc1
  -0.6	3.7	28.1	8.0	3.0	7.5	4.3	-12.4	-5.6	10.3	-23.4
- N#CC1=C(N)Nc2nc3ccccc3n2C1c1ccc(F)cc1 (centres undefined)
  0.5	12.4	-9.3	-12.3	-2.5	-1.5	7.0	7.5	-3.3	-4.2	7.1
- O=C(N/N=C/c1cccnc1)NC12CC3CC(CC(C3)C1)C2
  -4.9	-2.8	-14.3	-0.8	-7.1	8.5	-7.4	-4.8	11.7	-9.1	-5.0
- COc1ccccc1OCCN1CSC(=S)N(C)C1
  -13.5	7.7	5.9	1.0	13.6	-1.2	-13.2	14.5	5.4	-10.6	-2.9
- CC1C(=O)N2CCCc3cc(S(=O)(=O)N(C)c4ccccc4)cc1c32 (centres undefined)
  -0.5	12.1	-21.3	-0.8	nt	5.8	27.8	6.9	18.0	-5.4	-8.3
- NC(=O)C1CN(S(=O)(=O)c2ccc(Cl)cc2F)c2ccccc2O1 (centres undefined)
  1.2	10.4	10.8	8.4	-17.2	-14.9	28.5	17.2	14.8	-17.0	-0.1
- CC(C)(C)C(=O)NCCCc1nc2ccccc2n1CCCOc1ccc(Cl)cc1
  -3.1	19.4	43.0	-39.3	11.1	-2.1	4.7	46.1	60.4*	6.2	4.5
- O=C(CSc1ncccn1)N/N=C/c1ccc(OC2CSC2)cc1
  -6.1	9.2	-9.2	4.1	3.9	-1.9	8.6	-21.0	-2.5	0.4	1.8
- COc1ccc(N2CCN(C(c3ccc4ncccc4c3)c3nnnn3C(C)(C)C)CC2)cc1 (centres undefined)
  -11.1	-1.4	11.7	-0.7	-3.7	0.3	-1.2	11.7	-8.0	5.7	-2.2
- Cn1cnnc1SCC(=O)c1c[nH]c2ccccc12
  -7.5	-24.9	7.4	3.0	-15.5	-53.2	-29.1	-52.7	-16.9	-10.4	-16.0
